Screening results: PubChem, The Scripps Research Institute Molecular Screening Center
PRMT1 inh: PRMT1 (human) inhibition, primary screen; recombinant PRMT1, activity-based probe fluorescence polarization; inhibition, % at 2.79 µM; actives 1.3% (n = 370,000);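 active = inhibition above about 21% made by adding two undisclosed values, limit read from the data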
LEDGF integ inh: blocks HIV-1 LEDGF/p75-dependent DNA integration. AID 743269. inhibition, % at 3.7 µM. actives 0.64% (n = 370,000). TR-FRET IN-LEDGF/p75 DNA integration, Eu/Cy5;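 active = inhibition above the screen-wide mean plus 3 SD, cut at about 13% in these data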;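 also: signal is the Cy5 over europium emission ratio at 671 and 618 nm; 0% = plate median of compound wells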
TDP2 absorb: TDP2 (human) inhibition, absorbance primary screen; O95551; recombinant TDP2, T5PNP hydrolysis, p-nitrophenol absorbance 415 nm; inhibition, % at 12.8 µM; actives 0.34% (n = 370,000); AID 720702;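 active = inhibition above the mean of all tested compounds plus 3 SD, set per campaign, cut at about 25% in these data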;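 also: 0% = DMSO with enzyme and 100% = buffer with substrate but no TDP2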
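System – recombinant human TDP2 · Quantity – TDP2 enzyme at 120 nM final · Doses – single concentration, 12.8 µM nominal, with 1% DMSO · Incubation – 2 h at 37 °C · Measured by – epi absorbance of p-nitrophenol freed from T5PNP by hydrolysis · Read-out – % inhibition relative to enzyme-containing and enzyme-free wells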
ABHD4 inh: inhibits mouse alpha/beta hydrolase domain 4; purified mABHD4, FP-Rh probe fluorescence polarization; inhibition, % at 8.92 µM; actives 0.54% (n = 370,000); AID 720543;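 active = inhibition exceeding the mean over every tested compound plus 3 SD, cut at about 30% in these data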;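 also: 0% = plate median of compound wells and 100% = S159A mutant with DMSO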
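Test system: mABHD4 protein | Buffer or medium: HEPES pH 7.0 buffer, 150 mM NaCl, 0.01% Pluronic F-127 | Probe or stimulus: FP-Rh fluorescent activity-based probe, added after compound pre-incubation | Timing: Pre-incubation 45 min, probe exposure 60 min, at 25 °C | Technique: Fluorescence polarization, excitation 525 nm, emission 598 nm, BODIPY TMR filters | Repeats: Single well per compound (singlicate)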
Tn7 DDE FP: DD(E)-Tn7 binding inhibition, primary FP screen | P02675 | FP displacement of FITC-Tn7 peptide from fibrin DD(E); 0% = median of compound wells per plate | inhibition, % at 8.3 µM | actives 0.13% (n = 370,000) | AID 720508;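 active = inhibition above the mean of compounds falling within the control limits plus 3 SD of them, cut at about 14% in these data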;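 also: 0% = plate median of compound wells and 100% = 10 µM Aha-Tn7 peptide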
Target sequence (P02675 whole entry, looked up): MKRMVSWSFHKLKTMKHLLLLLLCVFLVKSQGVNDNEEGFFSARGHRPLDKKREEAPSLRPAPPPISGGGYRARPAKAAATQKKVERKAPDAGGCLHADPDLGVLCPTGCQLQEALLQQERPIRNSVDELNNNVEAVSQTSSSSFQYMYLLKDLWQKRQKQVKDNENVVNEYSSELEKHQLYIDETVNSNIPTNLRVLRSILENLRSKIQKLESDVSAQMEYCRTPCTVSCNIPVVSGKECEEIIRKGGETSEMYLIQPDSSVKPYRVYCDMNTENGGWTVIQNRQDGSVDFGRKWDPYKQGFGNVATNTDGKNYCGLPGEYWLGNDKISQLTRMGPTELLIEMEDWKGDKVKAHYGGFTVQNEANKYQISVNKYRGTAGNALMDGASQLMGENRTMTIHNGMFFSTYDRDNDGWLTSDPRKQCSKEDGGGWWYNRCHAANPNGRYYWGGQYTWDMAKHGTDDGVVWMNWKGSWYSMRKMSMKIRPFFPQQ
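Assay system: Human fibrin DD(E) protein | Medium: Tris buffer with calcium and detergent, pH 7.8 | Reagent: 0.1 µM fluorescent Tn7 | Compound dosing: Single point at 8.3 µM | Times: 10 min preincubation, 3 h with tracer, room temperature | Detection: Fluorescence polarization of the labelled Tn7 tracer | Controls: Aha-Tn7 high control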
TCR CD3 inh: human TCR-CD3 binding inhibition; TAMRA-labeled TCR probe fluorescence, biochemical; actives 0.37% (n = 360,000); inhibition, % at 9.4 µM; in the data active = inhibition above about 19%;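 also: recombinant mutant TCR 2C K166C tagged with TAMRA read by polarization; 0% = receptor in buffer alone and 100% = receptor with positive control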
UHRF1 binding: human UHRF1 methylated DNA binding inhibitors. Q96T88. UHRF1 binding to methylated oligo, TR-FRET. inhibition, % at 4.4 µM. actives 0.75% (n = 370,000). AID 687016; in the data active = inhibition above about 21%;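 also: UHRF1 SRA domain binding a hemimethylated CpG hairpin DNA probe; 0% = median of test compound wells and 100% = reference inhibitor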
SIAE inh: human SIAE inhibition, primary screen. Q9HAT2. actives 0.69% (n = 370,000). inhibition, % at 9.66 µM. SIAE FP-Rh probe binding, fluorescence polarization;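 active = inhibition above a cutoff: mean of compounds within the control limits plus 3 SD of those, cut at about 17% in these data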;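 also: 0% = plate median of compound wells and 100% = probe without SIAE protein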
PG9 Ab binder: binds the HIV-1 gp120 antibody PG9; TR-FRET gp120-PG9 antibody binding; inhibition, % at 6.7 µM; actives 0.43% (n = 360,000); AID 624416; in the data active = inhibition above about 8.5%
HTRA1 inhibitor: inhibitors of human serine peptidase HTRA1; Q92743; inhibition, % at 5.96 µM; AID 504803; recombinant HTRA1, FP-rhodamine activity-based probe, fluorescence polarization; actives 0.5% (n = 340,000); in the data active = inhibition above about 36%;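 also: 0% = enzyme with DMSO and 100% = wells lacking enzyme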
Target sequence (Q92743 whole entry, looked up): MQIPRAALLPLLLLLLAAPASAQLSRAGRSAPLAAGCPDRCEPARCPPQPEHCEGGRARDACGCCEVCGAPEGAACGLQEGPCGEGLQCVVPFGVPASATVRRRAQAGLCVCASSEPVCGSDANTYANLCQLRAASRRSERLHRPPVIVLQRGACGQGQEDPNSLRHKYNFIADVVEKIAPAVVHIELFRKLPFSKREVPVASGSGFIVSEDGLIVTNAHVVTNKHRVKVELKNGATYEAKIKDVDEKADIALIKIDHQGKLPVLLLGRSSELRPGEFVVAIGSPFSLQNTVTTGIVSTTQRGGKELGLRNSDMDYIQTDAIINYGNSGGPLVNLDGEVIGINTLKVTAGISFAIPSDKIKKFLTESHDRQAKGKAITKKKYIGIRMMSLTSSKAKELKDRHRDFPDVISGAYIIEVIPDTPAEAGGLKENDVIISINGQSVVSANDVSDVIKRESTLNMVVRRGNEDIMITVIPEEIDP
Numbers without * were called inactive; nt = no result given.

No. | Molecule | PRMT1 inh | LEDGF integ inh | TDP2 absorb | ABHD4 inh | Tn7 DDE FP | TCR CD3 inh | UHRF1 binding | SIAE inh | PG9 Ab binder | HTRA1 inhibitor
1 | O=C1CC(N2CCC(O)(c3ccc(Cl)cc3)CC2)C(=O)N1Cc1ccc(N2CCCC2=O)cc1 (centres undefined) | 63* | 0 | 6 | 4 | 1 | 8 | -4 | 8 | -2.6 | -2
2 | CC(C)(C)c1csc(N/N=C/c2cccnc2)n1 | -6 | 2 | -14 | -1 | -4 | 3 | -1 | 2 | -4.8 | 1
3 | Cc1c(C(=O)NC(C)C)c(-c2ccccc2)nn1-c1ccccc1 | 1 | -1 | 7 | 6 | -4 | 0 | 3 | 0 | -1.4 | 5
4 | CC(C)c1ccc(/C=C/C(=O)CCC(=O)O)cc1 | -1 | -3 | -2 | 5 | -4 | -7 | -1 | 1 | -1.8 | 3
5 | CCOC(=O)C1CCN(C(=O)COC(=O)COc2ccccc2OC)CC1 | 2 | 4 | 0 | -3 | -4 | -3 | 5 | 5 | -1.5 | 3
6 | O=C1OC(c2ccccc2)c2ccc3ccccc3c21 (centres undefined) | -1 | 0 | 14 | -3 | -3 | 5 | -2 | -3 | -0.7 | -8
7 | CCCCc1cc(-c2n[nH]c(=S)o2)c2ccccc2n1 | 13 | -2 | 14 | -3 | -2 | 3 | -1 | 0 | -0.9 | -12
8 | CCN(CC)c1ccc(/C=C(/C#N)c2nc3ccc(C)cc3[nH]2)c(OC(C)C)c1 | 48* | 0 | -7 | -11 | 1 | -9 | -16 | -8 | -2.5 | 18
9 | COc1cc2c(cc1OC)[C@@H](NC(=O)c1ccc(C(F)(F)F)cc1)[C@H](OCc1ccccc1)C2 | -5 | -1 | -1 | -3 | -6 | -5 | -1 | 1 | 0.8 | 2
10 | CCOc1nc2ccccc2nc1C | -2 | 3 | -8 | -1 | -3 | -4 | 4 | 0 | -0.6 | -3
11 | Cc1nn(-c2ccccc2)c(C)c1/C=N/NC(=O)c1cc(-c2ccc(Br)s2)[nH]n1 | 5 | 4 | 3 | -5 | 1 | -10 | 4 | -89 | 2.2 | -22
12 | CCCn1nc(C(=O)NNC(=O)CCCOc2ccc(C)cc2)c2ccccc2c1=O | 0 | -2 | 2 | 2 | 8 | 6 | -2 | -1 | -2.2 | 0

Whole records from above. Order of screens: PRMT1 inh	LEDGF integ inh	TDP2 absorb	ABHD4 inh	Tn7 DDE FP	TCR CD3 inh	UHRF1 binding	SIAE inh	PG9 Ab binder	HTRA1 inhibitor
`CC(C)c1ccc(/C=C/C(=O)CCC(=O)O)cc1` is entered as -1	-3	-2	5	-4	-7	-1	1	-1.8	3
`Cc1nn(-c2ccccc2)c(C)c1/C=N/NC(=O)c1cc(-c2ccc(Br)s2)[nH]n1` is entered as 5	4	3	-5	1	-10	4	-89	2.2	-22

3 entries from above, arranged by their value in ABHD4 inh, low to high:
nr	canonical_smiles	ABHD4 inh
11	Cc1nn(-c2ccccc2)c(C)c1/C=N/NC(=O)c1cc(-c2ccc(Br)s2)[nH]n1	-5
9	COc1cc2c(cc1OC)[C@@H](NC(=O)c1ccc(C(F)(F)F)cc1)[C@H](OCc1ccccc1)C2	-3
1	O=C1CC(N2CCC(O)(c3ccc(Cl)cc3)CC2)C(=O)N1Cc1ccc(N2CCCC2=O)cc1 (centres undefined)	4

Remaining list, next part:
No. | Molecule | PRMT1 inh | LEDGF integ inh | TDP2 absorb | ABHD4 inh | Tn7 DDE FP | TCR CD3 inh | UHRF1 binding | SIAE inh | PG9 Ab binder | HTRA1 inhibitor
13 | COC(=O)CSc1cc(C(=O)c2nccn2C)c2ccccc2n1 | 3 | 6 | 6 | 8 | 1 | -3 | 9 | 1 | 0.7 | -4
14 | CCN(CC)CCNC(=O)NC1CCCCC1 | 3 | 3 | 7 | 3 | -3 | 4 | -2 | 2 | -1.7 | 0
15 | COc1ccc(C(=O)N(Cc2ccco2)C(C(=O)NC2CCCC2)c2ccc(O)cc2)cc1OC (centres undefined) | 2 | 2 | 6 | -2 | 9 | -5 | 3 | -3 | 0.6 | 6
16 | NC(=NCc1ccccc1)C(N=Nc1ccccc1)C(=O)NCc1ccccc1 (centres undefined) | 1 | -1 | -3 | 5 | -1 | 0 | 8 | 3 | 0.1 | -4
17 | Cc1cc(NC(=O)c2ccccc2[N+](=O)[O-])ccc1Br | 1 | -2 | 1 | 0 | 5 | 0 | 4 | -5 | 0.4 | -11
18 | O=[N+]([O-])c1ccc(OCC(O)CN(CCO)CCO)cc1 (centres undefined) | 0 | -2 | 10 | -3 | 1 | -6 | 1 | 1 | -1.0 | 1
19 | CCOc1ccc(C(=O)NC2CCN(S(C)(=O)=O)CC2)cc1 | -2 | -2 | -13 | -3 | 0 | -1 | 3 | -1 | -1.9 | -1
20 | COc1ccc(NS(=O)(=O)c2cccc(C(=O)NCC(c3ccco3)N3CCCCC3)c2)cc1 (centres undefined) | 0 | -4 | -3 | -3 | -1 | 0 | -2 | -3 | 0.3 | -10
21 | COc1cc(C(=O)Nc2sc3c(c2C(=O)NCc2ccco2)CCCC3)cc(OC)c1OC | 0 | 3 | 6 | -7 | 3 | 0 | -3 | 2 | -0.5 | -13
22 | Cn1c(=O)c2c(ncn2CC(=O)OCC(=O)Nc2ccc(F)cc2Cl)n(C)c1=O | 4 | 0 | -4 | 1 | 5 | -2 | 1 | -4 | 1.2 | 0
23 | O=C1c2ccccc2C(=O)N1c1nccs1 | 2 | -4 | -7 | 3 | -1 | -2 | -3 | 2 | -0.7 | 6
24 | CCNc1oc(COc2cccc(C)c2)nc1C#N | 2 | 1 | -11 | -23 | -1 | 7 | 4 | -8 | 0.8 | -3
25 | Cc1csc(Sc2ccc(C(=O)OCC(=O)Nc3ccc(F)cc3[N+](=O)[O-])cc2[N+](=O)[O-])n1 | 1 | 0 | 9 | 0 | 5 | -4 | 5 | 7 | 1.2 | -1
26 | COc1ccc(S(=O)(=O)N2CCN(S(=O)(=O)c3ccc4c(c3)OCCO4)CC2)cc1C | 0 | -1 | -3 | -3 | 5 | -9 | -1 | -2 | -1.3 | -6
27 | COc1ccccc1/C=N/Nc1cc(C)nc2ccc(C)cc12 | 0 | -4 | -5 | -3 | 6 | -9 | 1 | -3 | -1.1 | -4
28 | COc1ccc(NC(=O)Nc2cccc(C(F)(F)F)c2)cn1 | 3 | 0 | 6 | -15 | 3 | 8 | -3 | -1 | -1.7 | -3
29 | Fc1ccc(C2CC(c3ccco3)=NN2c2ccccc2)cc1 (centres undefined) | 0 | 0 | -5 | 2 | 4 | 5 | 3 | 9 | 4.0 | -3
30 | O=[N+]([O-])c1cccc(/C=N/Nc2nc(NCc3ccccc3)nc(N3CCOCC3)n2)c1O | -3 | 2 | -3 | 18 | -4 | 3 | -3 | 9 | 0.1 | -1
31 | COc1ccc(S(=O)(=O)N(C)c2ccc(C(=O)NC3CCCC3)cc2)cc1 | -1 | -1 | 7 | -1 | -1 | 1 | -1 | 4 | -2.0 | -1
32 | Nc1cc(=O)[nH]c(SCC(=O)Nc2cc([N+](=O)[O-])ccc2Cl)n1 | 0 | -1 | -7 | 3 | 4 | 4 | -2 | 1 | -3.2 | 0
33 | CC1CCC(NC(=O)CN2C(=O)NC3(CCCCC3C)C2=O)CC1 (centres undefined) | -6 | 5 | -13 | -1 | 5 | -5 | 0 | 12 | -0.9 | 0
34 | CCO[C@H]1OC(C(N)=O)=C[C@@H](C(C)(C)C)[C@@H]1CCCO | -2 | 1 | 11 | 0 | -3 | -1 | -1 | 2 | 1.2 | 6
35 | N#Cc1cccc(Oc2ccc(S(=O)(=O)N3CCCC3)cn2)c1 | -1 | 0 | 9 | -3 | -1 | 3 | -2 | 14 | 0.5 | -1
36 | CCOC(=O)c1ccc(Nc2nnc(C(C)(C)C)c(=O)[nH]2)cc1 | -2 | -3 | 3 | -7 | 6 | 3 | -1 | -7 | -2.7 | -6
37 | O=C(Cc1cccs1)N1CCN(S(=O)(=O)c2ccccc2)CC1 | -3 | 0 | 12 | -2 | 6 | -2 | -1 | 5 | 0.8 | 1
38 | Cn1nnnc1NCc1c(F)cccc1Cl | 0 | -2 | 1 | 1 | 4 | -1 | 6 | 13 | -2.1 | -5
39 | COCCn1c(C(=O)N2CCCC2)cc2c1C[C@H]1CN(C(=O)c3ccccc3)[C@@](Cc3ccc(F)cc3)(C(=O)OC)[C@@H]21 | 1 | 0 | -4 | -2 | -1 | -7 | 3 | 2 | 2.8 | nt
40 | CN(C(=O)COC(=O)c1ccc(Cl)c(S(=O)(=O)NCc2ccccc2)c1)C1CCS(=O)(=O)C1 (centres undefined) | -3 | -1 | 6 | -2 | -3 | -4 | 0 | -4 | 0.6 | 3
41 | O=C(CN1CCOCC1)Nc1ncc(Cc2cccc(Cl)c2Cl)s1 | 3 | 2 | 1 | 4 | -13 | 3 | 1 | -3 | 0.7 | -6
42 | Cc1nc(-c2ccccn2)nc(SCC(=O)N2CCOCC2)c1Cl | 2 | 3 | 2 | 1 | 4 | 3 | 4 | 1 | -0.5 | nt
43 | Nc1ncnc2c1ncn2[C@@H]1O[C@H](C(=O)N[C@@H](CCc2ccccc2)C(=O)N2CCN(C(=O)C(F)(F)F)CC2)[C@@H](O)[C@H]1O | -2 | 0 | -3 | 3 | -4 | 10 | -1 | 6 | -1.2 | nt
44 | CN(c1ccc(C(=O)NCC2CCCO2)cc1)S(=O)(=O)c1ccccc1 (centres undefined) | 0 | 3 | -5 | -2 | -6 | -2 | 1 | -4 | -0.4 | 1
45 | Cc1cc(NC(=O)Cn2c(=O)n(Cc3ccccc3)c(=O)c3ccccc32)no1 | 0 | 2 | 11 | -1 | 2 | -1 | -2 | -12 | 1.0 | -30
46 | O=C(NCCc1ccccc1)c1ccc(CS(=O)Cc2cccc(Cl)c2)o1 (centres undefined) | -3 | -1 | 4 | 3 | -1 | 2 | -2 | 6 | -0.6 | -2
47 | Cc1ccc(-n2c(Cn3ncc4ccccc4c3=O)n[nH]c2=S)cc1 | 0 | -1 | 13 | -5 | 3 | 1 | 2 | 4 | 0.8 | 6
48 | CCOCCCNC(=O)C(=O)NCCCOCC | -3 | 1 | -5 | 1 | -5 | -3 | 0 | 7 | 1.2 | 6

Entries shown so far with a tert-butyl group (three):
No. | Molecule | PRMT1 inh | LEDGF integ inh | TDP2 absorb | ABHD4 inh | Tn7 DDE FP | TCR CD3 inh | UHRF1 binding | SIAE inh | PG9 Ab binder | HTRA1 inhibitor
2 | CC(C)(C)c1csc(N/N=C/c2cccnc2)n1 | -6 | 2 | -14 | -1 | -4 | 3 | -1 | 2 | -4.8 | 1
34 | CCO[C@H]1OC(C(N)=O)=C[C@@H](C(C)(C)C)[C@@H]1CCCO | -2 | 1 | 11 | 0 | -3 | -1 | -1 | 2 | 1.2 | 6
36 | CCOC(=O)c1ccc(Nc2nnc(C(C)(C)C)c(=O)[nH]2)cc1 | -2 | -3 | 3 | -7 | 6 | 3 | -1 | -7 | -2.7 | -6
